PLCb3 inh: blocks human PLC-beta3 enzyme activity | 0.18% of 370,000 active | Q01970 | inhibition, % at 12.2 µM | Purified PLC-beta3, fluorogenic substrate, fluorescence; in the data active = inhibition above about 11%;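 also: 0% = median of compound wells on plate and 100% = full blocker control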
hgDAF-12 ag: activates the H. glycines DAF-12 receptor ligand-binding domain | HEK293 GAL4-hgDAF12 UAS-luciferase reporter, agonist luminescence; normalized to butyrate control | activation, % at 6.8 µM | 1.8% of 370,000 active | AID 687014;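 active = activation above a cutoff set at the mean of all screened compounds plus 3 SD, cut at about 10% in these data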;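 also: 0% = DMSO wells and 100% = sodium butyrate wells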
ssDAF12 agonist: S. stercoralis DAF-12 activation, primary screen. HEK293 ssDAF-12/GRIP1 lit1-tk-luc reporter, luminescence; % of 3 µM dafachronic acid response. activation, % at 6.8 µM. 1% of 370,000 active. AID 652126;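 active = activation above the mean over all tested compounds plus 3 SD, cut at about 0.9% in these data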;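 also: 0% = DMSO-only wells and 100% = 3 µM delta7-dafachronic acid wells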
ADAM17 inh: ADAM17 inhibition, QFRET primary screen; recombinant ADAM17, EDANS/DABCYL FRET peptide cleavage; inhibition, % at 6.95 µM; 0.83% of 370,000 active;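 active = inhibition above the mean of compounds lying between control limits plus 3 SD, set per campaign, cut at about 8.5% in these data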;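 also: 0% = DMSO-only wells as the low control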
DAX1 inh-1: inhibits human nuclear receptor DAX1; 0.99% of 340,000 active; AID 504766; inhibition, % at 6.75 µM; HEK293 Gal4-DAX1 luciferase reporter, luminescence; P51843;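 active = inhibition above the mean over all tested compounds plus 3 SD, cut at about 4.2% in these data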;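 also: 0% = DAX1-transfected cells with DMSO and 100% = empty-vector control cells with DMSO; inhibition shows as a rise in luminescence from relieved DAX1 repression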
Target sequence (P51843 207-470 limits assumed): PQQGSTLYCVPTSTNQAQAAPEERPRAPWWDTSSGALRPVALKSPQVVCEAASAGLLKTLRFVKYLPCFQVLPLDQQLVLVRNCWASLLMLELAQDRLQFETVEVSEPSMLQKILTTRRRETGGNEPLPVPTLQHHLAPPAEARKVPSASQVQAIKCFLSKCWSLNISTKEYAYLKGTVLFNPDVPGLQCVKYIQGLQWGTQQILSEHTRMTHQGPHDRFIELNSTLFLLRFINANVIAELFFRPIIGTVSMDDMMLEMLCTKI
NR1D1 modulator: modulates human Rev-erb alpha binding to DNA | P20393 | Rev-erbα–FITC-DNA binding, fluorescence polarization, 90 min | activity, % at 10 µM | AID 1259318 | 0.79% of 370,000 active;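 active = activity above about 14%, limit read from the data; passing the limit was not always enough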;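 also: 0% = DMSO wells with 35 nM protein and 100% = DMSO wells with 750 nM protein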
Target sequence (P20393 whole entry, looked up): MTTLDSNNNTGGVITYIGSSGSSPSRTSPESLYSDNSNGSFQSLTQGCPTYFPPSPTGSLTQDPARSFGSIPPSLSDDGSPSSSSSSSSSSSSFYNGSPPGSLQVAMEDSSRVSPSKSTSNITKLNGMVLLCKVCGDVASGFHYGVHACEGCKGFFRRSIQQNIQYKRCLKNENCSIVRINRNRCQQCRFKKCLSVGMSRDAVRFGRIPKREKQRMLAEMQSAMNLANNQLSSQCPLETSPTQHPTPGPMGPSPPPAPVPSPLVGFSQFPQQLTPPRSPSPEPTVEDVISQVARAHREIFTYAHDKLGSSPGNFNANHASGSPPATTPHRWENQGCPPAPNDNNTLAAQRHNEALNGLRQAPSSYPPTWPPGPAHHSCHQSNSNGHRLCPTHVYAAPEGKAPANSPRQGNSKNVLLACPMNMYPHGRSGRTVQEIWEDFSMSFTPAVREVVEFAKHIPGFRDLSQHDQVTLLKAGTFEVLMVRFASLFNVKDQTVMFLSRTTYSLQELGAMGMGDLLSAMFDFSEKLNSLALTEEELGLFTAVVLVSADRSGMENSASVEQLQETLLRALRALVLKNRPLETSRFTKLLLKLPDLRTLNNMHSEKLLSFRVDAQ
DAX1 inh-2: blocks DAX1 repression of SF-1 activated StAR promoter; AID 652010; HEK293T StAR-luciferase reporter, SF-1/DAX-1 repression relief; inhibition, % at 6.8 µM; 1.1% of 370,000 active;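 active = inhibition above the mean over all tested compounds plus 3 SD, cut at about 3.6% in these data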;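 also: 0% = DAX-1 cells with DMSO and 100% = cells lacking DAX-1 with DMSO; higher inhibition means more luminescence from relief of DAX-1 repression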
hcDAF-12 act: activates DAF-12 receptor from parasite H. contortus; HEK293 hcDAF-12 lit1-tk-luc reporter, luminescence; 0% DMSO, 100% Δ7-dafachronic acid; activation, % at 6.8 µM; 1.4% of 370,000 active; AID 652067;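 active = activation above the mean of all tested compounds plus 3 SD, cut at about 5.5% in these data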;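 also: 100% = response to 3 µM Δ7-dafachronic acid high control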
PLCg1 inh: blocks human PLC-gamma1 enzyme activity. P19174. 0.84% of 370,000 active. purified PLC-gamma1, fluorogenic substrate, fluorescence. inhibition, % at 12.2 µM; in the data active = inhibition above about 9.5%
MBD2 DNA inh: blocks human MBD2 binding to methylated DNA; Q9UBB5; TR-FRET, MBD2 binding to methylated oligonucleotide; inhibition, % at 4.4 µM; 0.31% of 370,000 active; in the data active = inhibition above about 13%
SMARCA2 activ: increases SMARCA2 function in MMTV reporter cells; MG213 cells, MMTV-luciferase reporter, dexamethasone, overnight; activation, % at 9.1 µM; 1% of 370,000 active; AID 652017; in the data active = activation above about 7.8%;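 also: 0% = vehicle wells and 100% = reference activator wells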
The depositor's hits bear a star; i = inactive; . = not tested or not shown.

molecule	PLCb3 inh	hgDAF-12 ag	ssDAF12 agonist	ADAM17 inh	DAX1 inh-1	NR1D1 modulator	DAX1 inh-2	hcDAF-12 act	PLCg1 inh	MBD2 DNA inh	SMARCA2 activ
COc1cc(NS(=O)(=O)c2ccc(N/C=C(\C#N)c3nc4cc(Cl)ccc4o3)cc2)nc(OC)n1	-3	-1.4	-0.8	-4	0.1	-5	0.0	-1.0	-3	0	1
CN(C)C(=O)c1cccc(-c2cc(NC=O)c3ncc(-c4ccc(F)c(Cl)c4)n3c2)c1	-38	0.4	-1.8	-12	.	1	-1.6	-2.6	-21	-3	-5
COc1ccc(Cn2nc(C)n(N(C)c3ncc(C(F)(F)F)cc3Cl)c2=O)cc1	0	-0.8	-0.9	-1	-0.8	-1	-0.9	-1.0	-2	-6	1
COc1ccc(NC(=O)CN(C)C(=O)c2ccc(N3CCOCC3)c([N+](=O)[O-])c2)cc1	-11	2.1	-1.2	-8	-0.3	-3	-1.3	-1.5	-7	3	0
CCOC(=O)c1sc(NC(=O)Cn2nnc3sc4c(c3c2=O)CCCC4)nc1C	-8	1.8	-1.2	-3	0.8	-5	-0.1	0.1	-5	-2	-1
COc1ccccc1NC(=S)N(Cc1ccc(Cl)cc1)CC1CCC(C(=O)O)CC1 (stereo not given)	-2	-0.9	-1.1	-2	4.0	-1	0.2	-0.9	4	3	-1
O=C(O)CN1CCN(Cc2ccc(F)cc2)C1=O	4	0.2	-1.4	2	2.1	0	-0.2	0.2	-4	-2	-2
Cc1cc(C)cc(-n2ccnc2SCC(=O)O)c1	-2	-1.8	-1.6	-1	-0.2	3	2.0	-1.2	2	3	-3
O=C(NCCOc1ccccc1)c1cc(S(=O)(=O)N2CCOCC2)ccc1F	-7	0.0	-0.4	-1	-0.6	5	-0.4	-0.5	1	-3	2
COc1ccc(C(C)(C)C)cc1NC(=O)c1ccccc1-n1cnnn1	-9	4.2	-0.4	-1	0.3	8	-3.2	-1.8	-4	-2	0
FC(F)(F)c1cnc(Nc2ccc(N3CCOCC3)cc2)c(Cl)c1	0	-2.3	-1.0	-8	0.6	0	-0.4	-1.7	4	0	-2
O=C(CCCc1ccccc1)NC12CC3CC(CC(C3)C1)C2	3	17*	1.2*	1	3.4	-5	1.5	8.4*	5	-4	6
Cn1c(C(=O)O)c(CC(=O)Nc2ccc(F)cc2F)c2ccccc21	-4	-0.8	0.6	-6	-0.4	-1	0.2	3.6	6	4	-3
NC(=O)C1(c2ccccc2)OC1c1ccccc1 (stereo not given)	-15	1.8	-1.1	-2	-0.7	1	-0.3	-1.8	0	-7	-1
CCOc1ccc(-n2c(SCC(=O)NC)nnc2-c2ccco2)cc1	-6	-0.4	-1.1	-4	-0.5	-1	0.0	-2.8	0	-2	-1
Cc1cc(C)n2c(SCC(=O)Nc3ccccc3)nnc2n1	3	0.1	-0.8	2	-0.5	-2	-0.3	3.4	3	-2	4
OCCNCCCCOc1cccc(Br)c1	5	1.2	-1.0	1	3.8	5	-0.2	0.2	3	-4	-2
Cc1ccc(S(=O)(=O)N2C(=O)CCC2C(N)=O)cc1 (stereo not given)	3	-1.9	-1.6	-3	0.7	4	0.0	1.1	0	-4	0
CSCCC(NC(=O)COc1ccccc1)C(=O)OCC(=O)c1ccccc1 (stereo not given)	-2	1.2	-0.3	-3	-0.4	0	0.5	1.5	-2	-5	0
COc1cccc(S(=O)(=O)N2CCN(c3ccccc3F)CC2)c1	-1	0.2	-0.9	8	-1.0	-1	0.0	-0.8	0	-3	-5
C=CCc1ccc(OCC(O)CN2CCN(Cc3ccc(Cl)cc3)CC2)c(OC)c1 (stereo not given)	0	-6.0	-1.0	2	-1.1	4	-0.8	-3.2	3	1	-3
O=C(Nc1ccccc1)C1=C[C@@H](c2ccc(Br)cc2)C[C@@H](OCc2ccc(CO)cc2)O1	2	2.3	-1.6	8	1.5	-7	-0.8	-1.8	2	-1	1
CCNC(=O)C1CC(=O)N(Cc2ccc3c(c2)OCO3)C(=Nc2ccc(F)cc2)S1 (stereo not given)	1	0.8	-1.3	-7	2.0	3	-0.8	-0.5	-1	1	-3
COc1ccc(CN2C[C@@H](CO)O[C@@H](n3cnc4c(N5CCCC5)ncnc43)C2)cc1	6	1.4	-1.3	0	.	-6	-1.1	-0.7	4	0	-3
CC(=O)Nc1c(Cl)cc2c(c1Cl)Cc1cc(C#N)ccc1-2	-9	1.2	-1.3	-3	-1.7	-1	-1.1	-0.2	-9	-6	3
CC(=O)c1c(COC(=O)c2ccccc2)nc2ccccc2[n+]1[O-]	-4	-2.4	-1.6	-1	0.1	-5	0.3	0.4	4	-1	-3
Clc1ccc(CNC23CN4CN(CN(C4)C2)C3)c(Cl)c1	3	-1.2	-0.7	5	1.3	1	0.2	-0.3	-1	-1	0
CN(C)Cc1cc(C(C)(C)c2cc(CN(C)C)c(O)c(CN(C)C)c2)cc(CN(C)C)c1O	0	1.9	-1.2	-2	-1.4	-10	0.3	1.1	1	-1	0
CN(Cc1cccc(Cl)c1)C(=O)C1CCN(C(=O)Nc2ccccc2)CC1	-6	1.1	-1.0	3	1.0	-2	3.3	-0.2	2	0	-2
O=S(=O)(NC1=NCCCCC1)c1ccc(Cl)cc1	-2	-0.7	-1.1	-3	0.1	0	0.0	-0.4	0	-3	5

A different layout for part of the listing above.
Every second line gives: PLCb3 inh | hgDAF-12 ag | ssDAF12 agonist | ADAM17 inh | DAX1 inh-1 | NR1D1 modulator | DAX1 inh-2 | hcDAF-12 act | PLCg1 inh | MBD2 DNA inh | SMARCA2 activ
- COc1cc(NS(=O)(=O)c2ccc(N/C=C(\C#N)c3nc4cc(Cl)ccc4o3)cc2)nc(OC)n1
  -3 | -1.4 | -0.8 | -4 | 0.1 | -5 | 0.0 | -1.0 | -3 | 0 | 1
- CN(C)C(=O)c1cccc(-c2cc(NC=O)c3ncc(-c4ccc(F)c(Cl)c4)n3c2)c1
  -38 | 0.4 | -1.8 | -12 | . | 1 | -1.6 | -2.6 | -21 | -3 | -5

Filtered by structure: those above with a COOH group (4)
molecule	PLCb3 inh	hgDAF-12 ag	ssDAF12 agonist	ADAM17 inh	DAX1 inh-1	NR1D1 modulator	DAX1 inh-2	hcDAF-12 act	PLCg1 inh	MBD2 DNA inh	SMARCA2 activ
COc1ccccc1NC(=S)N(Cc1ccc(Cl)cc1)CC1CCC(C(=O)O)CC1 (stereo not given)	-2	-0.9	-1.1	-2	4.0	-1	0.2	-0.9	4	3	-1
O=C(O)CN1CCN(Cc2ccc(F)cc2)C1=O	4	0.2	-1.4	2	2.1	0	-0.2	0.2	-4	-2	-2
Cc1cc(C)cc(-n2ccnc2SCC(=O)O)c1	-2	-1.8	-1.6	-1	-0.2	3	2.0	-1.2	2	3	-3
Cn1c(C(=O)O)c(CC(=O)Nc2ccc(F)cc2F)c2ccccc21	-4	-0.8	0.6	-6	-0.4	-1	0.2	3.6	6	4	-3

Additional compounds:
molecule	PLCb3 inh	hgDAF-12 ag	ssDAF12 agonist	ADAM17 inh	DAX1 inh-1	NR1D1 modulator	DAX1 inh-2	hcDAF-12 act	PLCg1 inh	MBD2 DNA inh	SMARCA2 activ
CCN1C(=O)c2cccc3c(S(=O)(=O)NCc4ccco4)ccc1c23	i	-0.1	-0.9	-56	0.2	8	0.3	-2.5	i	0	0
c1coc(-c2nc3c([nH]2)CCc2nonc2-3)c1	-57	-0.1	0.0	-3	-0.2	-9	-0.1	-0.5	-30	-2	1
CCCCNC(=O)CCC(=O)N1CCN(C(c2ccccc2)c2ccccc2)CC1	-6	-0.1	-1.8	-5	0.4	2	0.5	0.0	-2	0	0
O=C(COC(=O)C1CC1)Nc1ccc2[nH]c(=O)[nH]c2c1	-7	-1.2	-0.8	-12	0.7	0	0.4	-1.4	4	8	-5
O=C(Nc1ccccc1C(=O)Nc1ccccc1C(=O)O)c1ccccc1	-36	-4.5	-1.4	-4	-1.0	8	-1.2	-1.8	-22	-2	-5
COc1ccc(/C=C/C(=O)NCCc2ccc(OC)c(OC)c2)cc1	3	5.5	-1.3	-3	-2.0	-6	0.1	-3.3	0	-1	0
CC(C)NC(=O)CN(C)S(=O)(=O)c1ccc(F)cc1	3	0.4	-1.1	-1	-1.4	-1	0.5	-1.0	2	0	3
CCN(CC)C(=O)CSc1nc(N)c(C#N)c(-c2cccs2)c1C#N	-54	-1.5	-1.4	-10	0.3	33*	-2.0	-2.5	-44	-3	6
CCN(Cc1ccccc1)C(=O)Cn1c(=O)oc2ccccc21	1	-1.6	-0.7	-2	1.5	-4	-0.6	-2.2	0	-3	2
OCc1nc2ccccc2n1CC(O)COc1ccccc1 (stereo not given)	-2	-3.0	-0.8	-3	-0.3	5	-0.1	-0.5	7	5	-4
COCCNc1nc2c(c(=O)n(C)c(=O)n2C)n1Cc1cccc(C(F)(F)F)c1	1	-0.9	-1.8	-3	-1.5	0	-0.6	-3.1	0	2	-2
COc1ccc(-c2cc(-c3cccnc3)c(C#N)c(N)n2)cc1	-131	0.4	-0.9	-195	1.4	40*	-0.1	-0.3	-88	5	0
CC(C)Sc1nc2c(c(=O)[nH]c(=O)n2C)n1CC(O)COc1ccccc1 (stereo not given)	5	-5.0	-1.5	0	1.5	-4	-0.8	-2.0	-1	-1	-3
O=C(c1ccco1)N1CCN(C(=S)Nc2ccccc2C(F)(F)F)CC1	-4	-0.8	-1.6	0	-0.2	5	-0.4	-0.5	1	-3	0
Cc1ccc(N(CC(=O)N/N=C/c2cccnc2)S(=O)(=O)c2ccccc2)cc1	2	-0.5	-1.2	4	-1.0	1	-0.1	-1.6	3	5	-3
O=C(CSc1nnc(CNc2ccc(F)cc2)n1Cc1ccco1)N1CCCC1	-8	-0.9	-0.8	-5	-1.1	2	-1.1	0.0	-7	-4	-1
CCCCCc1nnc(N)s1	2	-0.2	-1.6	-6	-0.5	-4	-0.3	-1.4	1	5	0
COc1ccc(CNC(=O)Cn2c(=O)n(CCC(=O)N3CCCCC3)c(=O)c3sccc32)cc1	-1	0.6	-1.0	-1	0.0	1	-1.3	-1.6	-1	3	7
CCC(c1nnnn1Cc1ccc2c(c1)OCO2)N1CCN(c2ccc(OC)cc2)CC1 (stereo not given)	1	1.3	-1.5	3	-0.8	1	-1.1	0.2	-1	2	0
CN1CCN(C(=O)c2cc(COc3ccc(F)cc3Cl)on2)CC1c1ccccc1 (stereo not given)	-2	-5.3	-2.0	2	-1.2	8	-1.8	-2.6	0	-4	0
Cc1ccc(C)c(-n2cc(CNC(C)Cn3cncn3)c(-c3ccccc3)n2)c1 (stereo not given)	-1	-2.5	-1.4	1	-1.2	1	-0.5	-3.5	4	3	-1
O=C(O)c1ccccc1C(=O)N1CCN(S(=O)(=O)c2cccc(C(F)(F)F)c2)CC1	5	-3.3	-2.0	-2	1.7	1	-2.4	-1.4	0	1	-3
COC(=O)CN1C(=O)N/C(=C/c2cc(Cl)c(OC)c(OC)c2)C1=O	-11	1.5	-1.4	0	-0.4	2	0.4	0.4	-4	-1	2
Cc1cccc(OCCC(=O)Nc2ccc(N3CCOCC3)cc2N2CCOCC2)c1	-3	0.2	-1.2	-2	0.1	2	2.0	-0.6	-86	-1	6
O=C(NCc1ccccn1)c1cc(-c2ccccc2)on1	5	4.5	-0.8	-4	0.1	5	0.8	-0.5	-1	2	2
